From PubChem
GSK3 alpha inh = human GSK-3 alpha kinase inhibition; P49840; ADP-Glo luminescence, 60 min; inhibition, % at 10 µM; actives 0.1% (n = 320,000); AID 2650;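 in the data active means inhibition above about 50%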;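 further: GST-tagged GSK-3 alpha with peptide substrate and 25 µM ATP; 0% = DMSO neutral wells and 100% = GW8510 positive control wells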
Target sequence (P49840 whole entry, looked up): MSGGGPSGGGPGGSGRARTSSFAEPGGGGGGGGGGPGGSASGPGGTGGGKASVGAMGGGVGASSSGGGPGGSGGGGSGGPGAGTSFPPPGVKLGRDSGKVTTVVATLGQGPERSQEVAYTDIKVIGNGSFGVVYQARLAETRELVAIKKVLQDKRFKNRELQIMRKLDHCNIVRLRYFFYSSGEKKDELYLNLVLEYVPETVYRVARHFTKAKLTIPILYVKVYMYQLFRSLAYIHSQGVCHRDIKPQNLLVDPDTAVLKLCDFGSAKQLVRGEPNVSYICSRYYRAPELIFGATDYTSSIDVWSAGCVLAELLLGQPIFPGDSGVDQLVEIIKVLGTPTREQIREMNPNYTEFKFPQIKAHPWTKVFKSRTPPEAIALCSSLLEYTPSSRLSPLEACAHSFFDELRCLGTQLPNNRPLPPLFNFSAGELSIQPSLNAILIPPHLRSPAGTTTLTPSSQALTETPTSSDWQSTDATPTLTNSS
HSF1 activator = increases HSF-1 driven luciferase reporter signal; activation, % at 9 µM; actives 1.7% (n = 300,000); NIH3T3-HGL HSF-1 luciferase reporter, MG132, 8 h; 100% = twice DMSO control signal;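 active means mean replicate activation of at least 50% with a set share of replicates each reaching 50%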;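 further: 0% = median of the neutral control wells and 100% = twice that signal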
HIF activator = HIF pathway transcriptional activation | U2OS HRE-luciferase reporter, luminescence; normalized: DMSO 0%, desferrioxamine 100% | activation, % at 7.5 µM (by protocol) | actives 0.32% (n = 300,000);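 active means mean activation of at least 10% of the iron chelator positive control signal, with at least half of replicates also reaching 10%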
GSK3beta inhib = blocks human GSK3beta kinase activity | P49841 | GST-GSK3beta kinase, ADP-Glo luminescence, 60 min; active compounds read low | actives 0.038% (n = 300,000) | activity score (negative = inhibition), % at 10 µM;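 active means more than half of replicate wells score below -50%, meaning over 50% inhibition versus plate controls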;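 further: 0% = median DMSO wells and -100% = median GW8510 positive control wells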
Target sequence (P49841 whole entry, looked up): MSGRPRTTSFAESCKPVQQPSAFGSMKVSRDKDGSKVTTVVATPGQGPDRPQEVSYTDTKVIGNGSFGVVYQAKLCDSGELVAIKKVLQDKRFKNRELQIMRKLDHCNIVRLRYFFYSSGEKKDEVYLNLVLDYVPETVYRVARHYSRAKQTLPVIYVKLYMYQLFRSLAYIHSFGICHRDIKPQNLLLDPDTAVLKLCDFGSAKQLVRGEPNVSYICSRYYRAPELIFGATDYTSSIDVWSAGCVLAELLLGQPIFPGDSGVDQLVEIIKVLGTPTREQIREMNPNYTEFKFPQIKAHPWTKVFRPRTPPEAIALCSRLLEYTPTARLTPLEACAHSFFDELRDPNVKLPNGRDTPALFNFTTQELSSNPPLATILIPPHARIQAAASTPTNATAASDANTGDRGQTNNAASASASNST
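Assay system: GST-tagged human GSK3beta kinase, cell-free; Input: 1.6 ng GSK3beta; Medium: Tris/MgCl2 kinase buffer; Timing: 60 min enzyme reaction, room temperature; Signal: ADP-Glo luminescence quantifying ADP generated by kinase; Evaluation: score relative to plate controls; Benchmarks: DMSO neutral wells and GW8510 at 20 µM as positive.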
HSP90 refold inh = inhibitors of HSP90 luciferase refolding in rabbit reticulocyte lysate. AID 1789. actives 0.91% (n = 290,000). luciferase refolding luminescence, 3 h. inhibition, % at 5.6 µM;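 active means inhibition above the screen-wide mean plus 3 SD, computed separately per campaign, cut at about 16% in these data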;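 further: 0% = DMSO wells and 100% = 60 µM geldanamycin wells; inhibitors lower the luminescence because luciferase stays unfolded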
IEC-6 tox = kills IEC-6 intestinal cells in KLF5 counter-screen; IEC-6 cytotoxicity, luminescence viability; inhibition, % at 5 µM; actives 0.78% (n = 290,000); AID 1825; in the data active means inhibition above about 22%;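 further: 0% = plate median of test compound wells and 100% = cytotoxic reference compound wells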
HSF1 inh = HSF1 inhibition. actives 0.77% (n = 300,000). activity change, negative = inhibition, % at 7.5 µM (by protocol). AID 2098. NIH3T3-HGL HSE-luciferase, MG132-induced, luminescence 8 h; active compounds read low;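 active means more than half of replicate wells show activity change below -50%, luminescence cut by over half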;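 further: luciferase reports HSF-1 transcriptional activity via heat shock element; 0% = median of DMSO wells and -100% = zero luminescence signal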
AI-2 QS mod = modulators of Vibrio harveyi AI-2 quorum sensing system | Vibrio harveyi JMH597 AI-2 luminescence/OD600 ratio, 9 h; active compounds read low; strain lacks LuxN and CqsS sensors; 0 = neutral-control median | activity change, % at 7.5 µM | actives 0.4% (n = 300,000) | AID 2094; in the data active means activity change below about -75%, passing the limit was not always enough;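 further: luminescence divided by OD600 gain over 9 h not by final OD600 alone; inactives centre near 13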
KLF5 inhibitor = kruppel-like factor 5 inhibition | DLD-1 KLF5 promoter-luciferase reporter, luminescence | inhibition, % at 5 µM | actives 0.23% (n = 290,000);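 active means inhibition above a per-plate limit of that plate's mean compound inhibition plus 3 SD, cut at about 60% in these data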;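 further: 0% = DMSO wells and 100% = LY294002 at 200 µM; higher means less KLF5 promoter-driven luciferase light; inactives centre near -14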
aSyn UTR inh = 5' untranslated region of α-synuclein, MLPCN primary screen. AID 1813. inhibition, % (tested at 7.5 µM). actives 0.82% (n = 300,000). alpha-synuclein 5'UTR reporter, inhibitor activity; in the data active means inhibition above about 60%;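 further: H4 neuroglioblastoma cells stably carrying SNCA 5'UTR luciferase fusion; 0% = DMSO wells and 100% = positive control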
* hit, by the source's call; . = not tested or not shown.

Value order: GSK3 alpha inh	HSF1 activator	HIF activator	GSK3beta inhib	HSP90 refold inh	IEC-6 tox	HSF1 inh	AI-2 QS mod	KLF5 inhibitor	aSyn UTR inh
(1) CS(=O)(=O)c1ccc(Cl)c(NC(=O)COC(=O)c2ncc(Cl)c(Cl)c2Cl)c1
 : 1	3	0.5	-2	.	.	1	12	.	-15
(2) CCOC(=O)c1ccccc1NS(=O)(=O)c1ccccc1
 : -1	18	-0.3	2	-3	-4	-5	28	-48	37
(3) O=C(N=C1SC2CS(=O)(=O)CC2N1c1ccc(Cl)cc1Cl)C1CCCO1 (stereo not drawn)
 : 2	15	-0.7	0	4	0	4	6	6	-7
(4) CCCCn1cnc2cc(NCc3ccncc3)ccc21
 : 0	-2	-0.4	1	-5	2	-13	33	-16	26
(5) Cc1onc(-c2c(F)cccc2Cl)c1C(=O)Nc1cccc2nsnc12
 : 12	-2	-0.4	-6	4	-2	3	-6	-30	8
(6) CCOC(=O)c1c(NC(=O)c2cnn3c2NC(c2cccc(OC)c2)CC3C(F)(F)F)sc2c1CCCC2 (stereo not drawn)
 : -1	6	-0.3	1	2	9	-1	33	-32	-2
(7) Cc1ccc([N+](=O)[O-])c2c1C(N1CCCC1)C(C)(C)O2 (stereo not drawn)
 : -6	4	0.1	-1	5	2	3	21	5	-10
(8) COc1ccc(C=C(C(C)=O)C(C)=O)cc1OC
 : -3	16	0.0	3	-1	1	8	14	-15	-5
(9) CC(Sc1nncs1)C(=O)Nc1ccc2c(c1)OCCO2 (stereo not drawn)
 : -1	-12	0.5	2	.	.	0	28	.	-9
(10) O=c1[nH]nc(Cc2ccccc2)c2ccccc12
 : -2	16	-0.1	1	0	0	11	3	-39	20
(11) O=C(CCc1ccccc1)NN1C(=O)C2C3C=CC(C3)C2C1=O (stereo not drawn)
 : -1	-5	-1.1	0	0	-3	-2	-65	2	15
(12) Cc1ccc(NC(=O)C2(S(=O)(=O)c3ccc(Cl)cc3)CC2)cc1
 : 0	-5	-1.8	1	2	2	-7	7	-8	-3
(13) Cc1cc(N(C)C)ccc1N=Nc1ccc(N)cc1
 : 0	49	1.6	-2	.	.	19	2	.	-41
(14) CC(=O)N1CCN(C(=S)c2ccc(-c3ccc(Cl)cc3)o2)CC1
 : 1	-7	0.5	-1	-3	-6	12	34	-17	-31
(15) Cc1cc(Oc2nc3c(C)cccn3c(=O)c2/C=C(\C#N)S(=O)(=O)c2ccccc2)ccc1Cl
 : -1	-16	0.0	-3	-1	0	6	9	-23	9
(16) O=C(CCCCCNC(=O)N1CCn2c1nc1ccccc12)N[C@H](C(=O)O)c1ccccc1
 : -6	-2	0.1	-1	-1	-2	-2	11	-13	-6
(17) COC(=O)CC1(C(=O)OC)Oc2ccccc2C(=O)N1c1ccc(F)cc1F (stereo not drawn)
 : 0	-2	0.4	-1	.	.	-2	27	.	-50
(18) Oc1ccccc1OCc1nc2ccccc2s1
 : 2	74*	2.1	3	3	11	33	-55	-114	-113
(19) O=C(NCC(=O)N(Cc1ccccc1)C(C(=O)NC1CCCC1)c1cccnc1)c1ccco1 (stereo not drawn)
 : -1	-3	-19	2	-5	-5	0	21	-9	-7
(20) COc1ccc([N+](=O)[O-])cc1-c1[nH]c(-c2ccc(C(=O)O)cc2)nc1-c1ccccc1
 : 0	-3	-0.3	1	3	6	-8	50	-20	-7
(21) O=C(Nc1ccc(F)cc1)N1CCCC(c2nc3c(nnn3Cc3ccccc3Cl)c(=O)[nH]2)C1 (stereo not drawn)
 : -2	11	-0.4	2	-5	-4	4	17	16	-21
(22) Cc1cc(NC(=O)CSc2cn(CCNC(=O)c3ccc(F)cc3)c3ccccc23)no1
 : 1	11	0.1	2	13	5	-4	30	-40	-27
(23) c1ccc(Oc2nc(N3CCOCC3)nc(N3CCOCC3)n2)cc1
 : 1	16	-0.1	3	-2	-3	-2	-4	-27	16
(24) CCn1nc(C(=O)NCCc2ccc(S(N)(=O)=O)cc2)c2ccccc2c1=O
 : -1	-1	-0.1	2	1	1	1	20	17	-2
(25) O=C(CNC(=O)c1ccccc1F)OCc1csc(-c2ccccc2)n1
 : 3	3	1.1	3	2	0	1	43	-25	-46
(26) CCCCC(CC)Cn1c2nc3ccccc3nc2c2c(=N)oc(C)nc21 (stereo not drawn)
 : .	6	-0.2	2	-1	1	8	36	8	14
(27) Cc1ccc(-c2n[nH]c(=S)n2C)cc1Cl
 : 0	5	-0.3	-5	3	5	0	-2	-6	19
(28) Cc1cc2c(c(=O)o1)C(C(C)C)C(C#N)=C(N)O2 (stereo not drawn)
 : 3	11	-0.9	1	0	-4	-8	50	-7	-1
(29) Cc1cccc(OCc2nnc(SCCC(=O)O)n2-c2ccccc2)c1
 : 0	-4	-0.7	4	0	-2	-4	10	-16	11
(30) O=C(c1ccc2nc(-c3ccco3)c(-c3ccco3)nc2c1)N1CCN(c2ccccc2)CC1
 : .	.	.	-2	3	-20	.	2	-4	.

Next section:
Value order: GSK3 alpha inh	HSF1 activator	HIF activator	GSK3beta inhib	HSP90 refold inh	IEC-6 tox	HSF1 inh	AI-2 QS mod	KLF5 inhibitor	aSyn UTR inh
(31) Clc1ccc(Sc2ccccn2)cc1
 : 2	16	-4.1	3	-5	0	5	7	-32	-7
(32) O=C(c1ccccc1)n1ccc2ccccc21
 : 11	13	1.8	-1	2	4	2	13	-8	-1
(33) O=C(NC(C(=O)N/N=C/c1ccccc1)c1n[nH]c(=O)c2ccccc12)c1ccccc1 (stereo not drawn)
 : 4	30	-0.2	2	0	4	15	13	-17	13
(34) COc1ccc(C=O)cc1COc1ccc([N+](=O)[O-])c(C)c1
 : -4	-4	0.4	2	5	6	8	24	-20	33
(35) O=C(/C=C/Nc1ccccc1)c1ccc(Cl)cc1Cl
 : -1	47	0.3	-1	9	-1	37	-11	-72	-122
(36) Cc1cccc(C(=O)Nc2c(C(=O)N(C)C)cnn2-c2ccccc2)c1
 : 2	5	-0.9	-10	1	7	-1	5	12	14
(37) CC1CCN(c2ccc(NC(=O)c3ccc(Br)o3)cc2)CC1
 : -1	53*	1.9	1	6	6	25	30	-88	-144
(38) COc1cc(/C=C/c2ccc3cccc(OC)c3n2)c(OC(C)=O)c([N+](=O)[O-])c1
 : -4	7	0.3	0	-2	6	-13	-8	-2	-26
(39) Cc1nnc(NCCc2ccccc2)c2ccccc12
 : 1	54*	0.9	2	6	11	28	32	-172	-86
(40) CC(=O)OCC(=O)NCC(=O)c1c[nH]c2ccccc12
 : 0	-70	0.4	-1	4	-8	-61*	-11	-5	-8
(41) C/C(Cn1nnc2ccccc21)=N\OC(=O)c1cc(F)c(F)cc1Cl
 : 1	8	-0.3	-1	0	3	0	40	-26	-1
(42) Cc1ccccc1C(=O)NNC(=O)c1ccoc1C
 : -3	-2	0.1	-6	-5	3	-1	1	-62	-9
(43) Cc1ccc(SCc2cc(=O)[nH]c(N3CCCCC3)n2)cc1
 : -1	2	0.1	-1	6	0	1	12	-16	20
(44) COc1ccc(CCNC(=O)c2ccc(-c3cccc([N+](=O)[O-])c3)o2)cc1OC
 : 0	-1	0.2	2	-2	2	2	15	-17	14
(45) CCCC(=O)Nc1nn(C)c2nc3c(C)cccc3cc12
 : -2	16	0.3	-3	2	2	6	34	-20	23
(46) CS(=O)(=O)c1ccc(Cl)c(NC(=O)COC(=O)CNC(=O)c2sc3ccccc3c2Cl)c1
 : -2	3	0.1	.	.	.	5	.	.	-6
(47) COC(=O)c1cn(-c2ccccc2)c(C)c1C(=O)OC
 : 4	-9	-0.4	1	0	5	2	9	-15	8
(48) COc1ccc(C)cc1C(=O)CCC(=O)Nc1ccccc1N1CCOCC1
 : -3	48	0.0	5	-4	1	45	2	-5	15
(49) N=c1sccn1CC(=O)Nc1ccc(Cl)cc1[N+](=O)[O-]
 : 1	-9	-0.3	0	0	3	-3	39	-15	9
(50) CC1=CC(C)C2C(=O)N(CCC[N+](C)(C)C)C(=O)C2C1 (stereo not drawn)
 : -2	13	-0.3	1	-2	-4	-2	13	-20	17
(51) O=c1[nH]c(CSc2nnc(NCCCN3CCOCC3)s2)nc2cc(Cl)ccc12
 : -2	-12	-0.3	1	2	-6	5	37	-15	-40
(52) CSCCC(NC(=O)C12CC3CC(CC(C3)C1)C2)C(=O)OCC(=O)c1ccccc1 (stereo not drawn)
 : .	-10	0.1	2	3	5	6	26	2	18
(53) O=C(CSc1nnc(-c2ccco2)o1)N1c2ccccc2CCc2ccccc21
 : -1	6	-0.4	-1	1	1	-2	9	4	9
(54) COc1ccc(N(CC(=O)Nc2cc(Cl)ccc2OC)C2=NC3CS(=O)(=O)CC3S2)cc1 (stereo not drawn)
 : 12	-4	0.0	0	1	-4	-3	17	4	-21
(55) Cc1ccc(S(=O)(=O)N(CC(=O)NN=C2CCN(C)CC2)c2ccc(C(C)C)cc2)cc1
 : -2	22	-0.1	3	1	-4	8	28	-17	-3
(56) Cc1ccc(OCc2nnc(SCC(=O)Nc3cc(C)on3)n2C)cc1
 : -1	-11	-0.1	4	-2	0	-7	12	-2	17
(57) O=C(/C=C/Nc1ccccc1Br)c1ccccn1
 : 1	-66	-3.0	-3	87*	3	-61*	21	22	114*

Retrieved by structure from the entries so far, 2 records:
Value order: GSK3 alpha inh	HSF1 activator	HIF activator	GSK3beta inhib	HSP90 refold inh	IEC-6 tox	HSF1 inh	AI-2 QS mod	KLF5 inhibitor	aSyn UTR inh
(57) O=C(/C=C/Nc1ccccc1Br)c1ccccn1
 : 1	-66	-3.0	-3	87*	3	-61*	21	22	114*
(38) COc1cc(/C=C/c2ccc3cccc(OC)c3n2)c(OC(C)=O)c([N+](=O)[O-])c1
 : -4	7	0.3	0	-2	6	-13	-8	-2	-26

Some of the entries so far, as tab-separated lines.
no.	Molecule	GSK3 alpha inh	HSF1 activator	HIF activator	GSK3beta inhib	HSP90 refold inh	IEC-6 tox	HSF1 inh	AI-2 QS mod	KLF5 inhibitor	aSyn UTR inh
31	Clc1ccc(Sc2ccccn2)cc1	2	16	-4.1	3	-5	0	5	7	-32	-7
32	O=C(c1ccccc1)n1ccc2ccccc21	11	13	1.8	-1	2	4	2	13	-8	-1
33	O=C(NC(C(=O)N/N=C/c1ccccc1)c1n[nH]c(=O)c2ccccc12)c1ccccc1 (stereo not drawn)	4	30	-0.2	2	0	4	15	13	-17	13
34	COc1ccc(C=O)cc1COc1ccc([N+](=O)[O-])c(C)c1	-4	-4	0.4	2	5	6	8	24	-20	33
35	O=C(/C=C/Nc1ccccc1)c1ccc(Cl)cc1Cl	-1	47	0.3	-1	9	-1	37	-11	-72	-122
36	Cc1cccc(C(=O)Nc2c(C(=O)N(C)C)cnn2-c2ccccc2)c1	2	5	-0.9	-10	1	7	-1	5	12	14
37	CC1CCN(c2ccc(NC(=O)c3ccc(Br)o3)cc2)CC1	-1	53*	1.9	1	6	6	25	30	-88	-144
38	COc1cc(/C=C/c2ccc3cccc(OC)c3n2)c(OC(C)=O)c([N+](=O)[O-])c1	-4	7	0.3	0	-2	6	-13	-8	-2	-26
39	Cc1nnc(NCCc2ccccc2)c2ccccc12	1	54*	0.9	2	6	11	28	32	-172	-86
40	CC(=O)OCC(=O)NCC(=O)c1c[nH]c2ccccc12	0	-70	0.4	-1	4	-8	-61*	-11	-5	-8
41	C/C(Cn1nnc2ccccc21)=N\OC(=O)c1cc(F)c(F)cc1Cl	1	8	-0.3	-1	0	3	0	40	-26	-1
